Tb hexokinase: Trypanosoma brucei hexokinase 1 inhibitors, primary screen, biochemical, G6PDH-coupled NADH absorbance, MLSCN library; hexokinase 1 [Trypanosoma brucei]; recombinant TbHK1, G6PDH-coupled NADH A340; inhibition, % at 10 µM; 220,000 tested, 0.11% active; AID 1430, 2008;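 active = inhibition of 50% or more in the single-dose primary screen; inactive = inhibition below 50%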
BaF3 parental: parental Ba/F3 cell viability inhibition, counter-screen for JAK2V617F inhibitor project, murine pro-B, CellTiter-Glo luminescence. CellTiter-Glo ATP luminescence. inhibition, % at 5.6 µM. 220,000 tested, 1.1% active. AID 1486, 2009;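 active = inhibition above a per-campaign cutoff, the mean inhibition of all tested compounds plus 3 SD, cut at about 27% in these data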;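 note: 0% = DMSO wells and 100% = JAK Inhibitor I control wells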
RBBP9 inhibitor: human RBBP9 inhibitors, primary screen, biochemical, fluorescence polarization, FP-Rh probe, HTS. inhibition, % at 7.94 µM. 220,000 tested, 0.2% active. recombinant RBBP9. AID 1515, 2009. Serine hydrolase RBBP9 (Homo sapiens), O75884;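 active = inhibition above the campaign mean of all tested compounds plus 3 SD, cut at about 14% in these data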;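 note: plate controls were DMSO wells with RBBP9 for no effect and wells lacking RBBP9 protein for full effect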
Target sequence (O75884 whole entry, looked up): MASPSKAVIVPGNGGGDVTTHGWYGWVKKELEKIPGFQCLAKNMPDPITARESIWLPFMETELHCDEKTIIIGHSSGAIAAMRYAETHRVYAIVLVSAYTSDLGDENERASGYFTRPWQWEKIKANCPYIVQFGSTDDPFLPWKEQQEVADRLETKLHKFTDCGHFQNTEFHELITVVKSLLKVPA
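Test system – recombinant human RBBP9 · Input – RBBP9 2.5 µM in dispensing solution, pre-mixing · Medium – Tris buffer pH 8.0, NaCl, Pluronic · Schedule – preincubation 30 min plus labeling 45 min at 25 °C · Measured by – fluorescence polarization · Measure – % inhibition · Controls – DMSO and no-protein wells · Replicates – one well per compound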
Ba/F3 V617F tox: reduced viability of JAK2V617F-dependent Ba/F3 cells, primary screen, JAK2V617F inhibitor project, cell-based, Ba/F3 EpoR-JAK2V617F, luminescence | 220,000 tested, 1.1% active | AID 1446, 2008 | ATP luminescence | inhibition, % at 5.6 µM;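 active = inhibition above the campaign mean plus 3 SD over all tested compounds, cut at about 24% in these data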;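 note: cytokine-independent growth of Ba/F3 cells driven by EpoR plus mutant JAK2; 0% = DMSO-treated cells and 100% = JAK inhibitor I control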
PPC-1+TRAIL kill: compounds killing PPC-1 cancer cells with TRAIL present, primary screen, TRAIL potentiator project, ATPLite luminescence, uHTS | PPC-1 cells + TRAIL, ATPLite viability luminescence | AID 1443, 2008 | 220,000 tested, 0.41% active | cell killing (% activity), % at 4 µM;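 active = cell killing above 50% in the first pass at 4 µM, then a duplicate retest at 5 µM averaging 50% or more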;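 note: plate controls were cells with TRAIL plus DMSO for no effect and medium-only wells lacking cells for full effect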
Furin inh: human furin inhibitors, primary screen, biochemical, fluorescence intensity; P09958; purified furin, fluorogenic substrate cleavage; inhibition, % at 30 µM; 220,000 tested, 0.061% active; AID 463115, 2010; in the data active = inhibition above about 25%; note: inactives centre near -15
NCF1 inh: p47phox/p22phox peptide binding inhibitors, primary screen, biochemical, uHTS, NADPH oxidase regulatory subunit. Neutrophil cytosol factor 1 (Homo sapiens), P14598. fluorescence polarization, 2 h. inhibition, % at 24.7 µM. 220,000 tested, 0.53% active;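 active = inhibition above about 30%, limit read from the data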;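 note: 0% = p47phox with labelled peptide and 100% = labelled peptide alone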
PGE2 EP2 inh: human EP2 receptor antagonists, primary screen, TR-FRET cAMP, C6 glioma cells. C6 glioma cells expressing human EP2; cells stimulated with saturating PGE2. Prostaglandin E2 receptor EP2 subtype (Homo sapiens), P43116. 260,000 tested, 0.52% active. inhibition, % at 25 µM. AID 1422, 2008;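 active = percent inhibition above 40 after rounding to a whole number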;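 note: rat C6 glioma host cells with rolipram phosphodiesterase inhibitor present; the protocol text gives 20 µM as final concentration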
p97 ATPase inh: inhibitors of human p97 ATPase, primary screen, biochemical; AID 1481, 2009; recombinant p97 ATPase, Kinase-Glo ATP luminescence, 3 h; inhibition, % at 8 µM; 220,000 tested, 0.42% active; Transitional endoplasmic reticulum ATPase (Homo sapiens), P55072; in the data active = inhibition above about 15%;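 note: 0% = DMSO vehicle and 100% = wells lacking enzyme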
Target sequence (P55072 whole entry, looked up): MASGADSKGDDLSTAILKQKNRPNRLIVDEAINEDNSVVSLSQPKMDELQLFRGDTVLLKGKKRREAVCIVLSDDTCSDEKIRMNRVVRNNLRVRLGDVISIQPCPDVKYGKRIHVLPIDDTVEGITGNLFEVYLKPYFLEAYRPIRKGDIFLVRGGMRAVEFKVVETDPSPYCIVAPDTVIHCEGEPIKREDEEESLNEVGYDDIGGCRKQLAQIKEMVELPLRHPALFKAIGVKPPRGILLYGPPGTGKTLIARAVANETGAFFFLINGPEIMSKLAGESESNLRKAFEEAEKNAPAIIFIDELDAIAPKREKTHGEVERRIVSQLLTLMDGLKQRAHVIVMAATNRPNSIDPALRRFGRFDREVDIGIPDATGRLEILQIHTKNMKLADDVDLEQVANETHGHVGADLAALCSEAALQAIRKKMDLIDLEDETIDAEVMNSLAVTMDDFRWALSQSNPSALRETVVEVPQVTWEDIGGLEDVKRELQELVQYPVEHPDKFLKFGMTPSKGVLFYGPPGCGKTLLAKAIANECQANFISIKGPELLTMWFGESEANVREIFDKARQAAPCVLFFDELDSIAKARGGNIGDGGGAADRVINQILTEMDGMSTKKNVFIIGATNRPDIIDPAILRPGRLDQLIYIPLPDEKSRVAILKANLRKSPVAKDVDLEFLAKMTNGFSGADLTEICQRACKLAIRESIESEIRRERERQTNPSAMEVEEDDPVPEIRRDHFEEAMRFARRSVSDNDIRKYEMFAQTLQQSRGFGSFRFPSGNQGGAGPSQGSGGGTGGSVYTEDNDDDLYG
* = called active by the depositor; . = not tested or not shown; & = joins results of further samples; ! = not confirmed by another sample; [ ] = another dose, or the depositor's remark.

SMILES	Tb hexokinase	BaF3 parental	RBBP9 inhibitor	Ba/F3 V617F tox	PPC-1+TRAIL kill	Furin inh	NCF1 inh	PGE2 EP2 inh	p97 ATPase inh
CCOC(=O)c1sc(/N=C/c2c(O)n(-c3ccccc3)c(=O)[nH]c2=O)c(C#N)c1C	-16	7	0	5	16	0[20 µM]	-18	7	-4
C=CCn1c(O)c(C(=O)CCCCCC)c(=O)[nH]c1=O	3	-2	-6	-2	10	-10	3	1	2
CCC(CO)NC(=O)C1C=C2c3cccc4[nH]cc(c34)CC2N(C)C1 (centres undefined)	-18	-3	-3	-3	8	-57	9	13	10
CCn1c(O)c(C=NCCN2CCOCC2)c(=O)[nH]c1=S	-30	1	-2	1	-1	-9	-79	3	-3
O=C(CN1CCCC1)Nc1ccc(Cl)cc1C(=O)c1ccccc1	-2	6	-4	2	32	-25	-1	10	-2
O=c1[nH]cc(COCC(F)(F)C(F)(F)C(F)(F)F)c(=O)[nH]1	-1	3	8	0	47	-17	0	8	4
Cn1cccc1/C=C1/C(=O)NC(=O)N(Cc2ccccc2)C1=O	34	1	-6	-4	7	0	-18	11	5
Cc1nc2ccccc2n1C1CCN(Cc2nnnn2CCc2ccccc2)CC1	-3	0	0	-4	20	-20	5	7&8	6
CN1CCN(/N=C/c2c(O)n(CCC3=CCCCC3)c(=S)[nH]c2=O)CC1	-25	5	-4	1	5	-5	-106	14	-6
CN1CCN(c2ccc(S(=O)(=O)C(F)(F)F)cc2[N+](=O)[O-])CC1	1	3	3	-1	2	-22	-8	8	3

2 of the compounds above, with two lines to a compound:
Every second line gives: Tb hexokinase, BaF3 parental, RBBP9 inhibitor, Ba/F3 V617F tox, PPC-1+TRAIL kill, Furin inh, NCF1 inh, PGE2 EP2 inh, p97 ATPase inh
- CN1CCN(/N=C/c2c(O)n(CCC3=CCCCC3)c(=S)[nH]c2=O)CC1
    -25, 5, -4, 1, 5, -5, -106, 14, -6
- CN1CCN(c2ccc(S(=O)(=O)C(F)(F)F)cc2[N+](=O)[O-])CC1
    1, 3, 3, -1, 2, -22, -8, 8, 3

(list continues)
SMILES	Tb hexokinase	BaF3 parental	RBBP9 inhibitor	Ba/F3 V617F tox	PPC-1+TRAIL kill	Furin inh	NCF1 inh	PGE2 EP2 inh	p97 ATPase inh
O=[N+]([O-])c1ccc(C2C3C(c4ccccc4)=NC4(CCCCC4)N32)cc1 (centres undefined)	-4	-1	-7	-3	6	-12[20 µM]	-16	3	5
CC12CCC(=O)C=C1CCC1C2CCC2(C)C(O)CCC12 (centres undefined)	2	-1	-4	-5	-16	-17	-2	10	6
CNCC(O)c1ccc(O)cc1 (centres undefined)	2	5	1	-5	32	-20	-1	11&11	10
O=c1[nH]c(=S)n(C2CC2)c(O)c1C=NCCc1ccccc1	-11	1	-1	-4	-3	-19	-16	10	6
O=c1[nH]c(O)c(Cc2ccc3c(c2)OCO3)c(=O)[nH]1	7	-1	-6	2	7	-19	-5	7	-1
CC1C(c2cccs2)=[N+]([O-])C(C)(C(=O)c2ccc(F)cc2)N1O (centres undefined)	-6	-2	10	0	.	-9[20 µM]	.	10	3
O=c1[nH]c(=O)n(Cc2ccc(F)cc2)c(O)c1C=NCc1cccnc1	29	3	1	-1	5	-16	-55	17	3
O=C(CNC(=O)c1ccccc1)Nc1ccc(Br)cc1C(=O)c1ccccc1	-2	0	-8	0	1	-15[20 µM]	5	11	-2
Cc1cccc(OP(=O)(Nc2ccc(F)cc2)Oc2cccc(C)c2)c1	12	3	-1	-3	-7	-2	-5	4	-8
C[C@H]1O[C@@H](O[C@H]2[C@@H](O)C[C@H](O[C@H]3[C@@H](O)C[C@H](O[C@H]4CC[C@@]5(C)[C@H](CC[C@@H]6[C@@H]5CC[C@]5(C)[C@@H](C7=CC(=O)OC7)CC[C@]65O)C4)O[C@@H]3C)O[C@@H]2C)C[C@H](O)[C@@H]1O	-2	6	-9	-1	74*[5 µM]	-20	-10	11	-2
CCC(=NCc1cccnc1)c1c(O)n(-c2ccccc2)c(=O)[nH]c1=O	-1	3	-4	-3	20	-20	-7	7	3
CCCCCCN1CCN(c2ccccc2Cl)CC1	-5	8	-9	2	15	-22	14	3	-3
CC(=NCc1ccco1)c1c(O)n(-c2ccccc2)c(=O)[nH]c1=O	-2	2	8	-3	11	-9[20 µM]	-15	0	3
COc1ccc(OCC(=O)N2CCN(CC3CC4C=CC3C4)CC2)cc1 (centres undefined)	-5	2	-10	5	-7	-10	-3	4&10	-9
C=CCn1c(O)c(/C(C)=N/NC(=S)Nc2ccccc2)c(=O)[nH]c1=O	-4	-3	3	-8	-5	-14	-22	7	5
COc1cc(OC)c(C=O)c(OC(=O)N(C)C)c1	-7	0	4	0	-13	-16	-21	4	2
O=c1c2ccccc2[se]n1-c1ccccc1	91*	6	-84	4	21	-13	85*	47*!	1
Cc1nn(C2CCOC(C)(C)C2)c2c1C(c1ccc(OC(C)C)cc1)SCC(=O)N2 (centres undefined)	-6	1	4	-5	13	-18[20 µM]	3	2	1
CCC(C)N1Cc2ccccc2C1=N (centres undefined)	9	7	0	7	6	5[20 µM]	20	10	-7
C=CCn1c(O)c(C(C)=NCCCO)c(=O)[nH]c1=O	0	7	-7	6	28	-5[20 µM]	-9	11	-2
CCN(CC)c1ccc(CNCCc2ccccc2F)cc1	5	5	-8	2	8	-20	-6	8	-2
CCCCn1c(O)c(C=Nc2c(C)n(C)n(-c3ccccc3)c2=O)c(=O)[nH]c1=O	-30	-1	-8	0	7	10	-11	9	0
NS(=O)(=O)c1ccc(N=Nc2c(O)[nH]c(=S)[nH]c2=O)cc1	-29	0	4	-1	13	15	-20	8	8
Cc1cccc(N2C(=O)NC(=O)/C(=C\c3cccn3-c3ccc(Cl)cc3)C2=O)c1	1	5	-8	-1	0	1	-71	39	1
O=C(C[n+]1ccn(CCCNP2(=O)C=C(c3ccccc3)OC(c3ccccc3)=C2)c1)c1ccccc1	12	2	-4	1	-1	-21	-6	6	-1
Cc1cccc(NC(=O)OC2CN3CCC2CC3)c1 (centres undefined)	-4	0	5	3	7	-20	-18	5	5
CC(=O)N1N=C2C3CCN(CC3)C2C1c1cccc2ccccc12 (centres undefined)	-4	1	2	-4	10	-15	-1	7	16*
c1ccc2c(c1)CNc1ccccc1O2	2	5	-6	1	0	-3	-7	15&17	0
CC1NCCC2(O)CCCCC12 (centres undefined)	-2	4	3	-1	5	-9	2	9	4
CCNC(=O)NC(=O)C(C)OC(=O)c1c(C)nn(Cc2ccccc2Cl)c1Cl (centres undefined)	36	5	-8	1	7	-12	-10	5	0
O=C(O)Cn1cc(C(=O)c2ccccc2)c2ccccc21	-23	2	-1	-1	-6	-16[20 µM]	1	10&5	-3
O=C(Nc1nc(-c2ccccc2)c(-c2ccccc2)s1)c1ccc(S(=O)(=O)N(CCCl)CCCl)cc1	-22	-1	-5	-5	10	-13	-39	8	2
Cc1nn(Cc2c(Cl)cccc2Cl)c(Cl)c1C(=O)O	-7	6	-2	-1	-3	-24	11	3	1
O=[N+]([O-])c1ccc(N2CCNCC2)cc1NCC1CCCO1 (centres undefined)	-7	12	-6	2	4	-1	-43	8	1
CCOc1ccc(Cl)cc1CNCCc1ccccc1F	6	63*	-3	29*	14	-24	7	3	-4
Nc1ccc(S(=O)(=O)N2CC3CC(C2)c2cccc(=O)n2C3)cc1 (centres undefined)	-5	0	7	-5	17	-13	5	14	5
CC(c1ccccc1)n1cncc1C(=O)O (centres undefined)	-2	3	0	-2	3	-14[20 µM]	-6	10	2
CCC(=O)CC(c1ccccc1)c1c(O)c2ccccc2sc1=O (centres undefined)	11	9	1	0	8	5	-12	6	2
O=C(COc1ccc2ccccc2c1)N1CCN(Cc2ccncc2)CC1	2	1	0	-2	7	-2[20 µM]	38*	12&15	4
Cc1ccc(-n2c(O)c(C=Nc3ccc(Br)cn3)c(=O)[nH]c2=O)cc1	-6	7	-7	0	-11	-22	-4	8	1
O=C(Cc1ccccc1)OCCN1CCCCC1	5	1	-7	2	15	-21	-2	1	-1
CCCn1c(C(=O)c2ccc(OC)cc2)nc2ccccc21	-20	5	-1	-4	9	-9	2	4	3
O=C(c1ccc(Br)cc1)C12CN3CN(CN(C3)C1)C2	-9	5	-9	-1	11	-25	-4	1	1
COc1ccc(NC2=NC(C)(C)CS2)cc1	-2	7	1	-1	14	-16	-14	4	0
O=C1NC(=O)N(c2ccc3c(c2)OCO3)C(=O)/C1=C/c1ccc(N2CCCC2)o1	3	2	-4	-1	-8	21	-71	10	2
Cc1ccnc(-n2c(C)cc(C=C3C(=O)N(C)C(=S)N(C)C3=O)c2C)c1	-22	-1	4	-4	28	-23	-26	14	4
CCC(=NCc1ccco1)c1c(O)[nH]c(=O)[nH]c1=O	3	1	-5	-2	8	-23	-2	17	5
CC1=CC(=C2C(=O)NC(=S)NC2=O)C=C(C(F)(F)F)N1Cc1ccccc1	-1	14	-12	5	44	-7	-28	9	-4
Cc1cccc(OP(N)(=O)Oc2cccc(C)c2)c1	-11	1	0	-7	2	-22	-5	4	5
O=C(N/N=C/c1c(O)n(CCC2=CCCCC2)c(=O)[nH]c1=O)c1ccccc1	6	7	-4	-2	3	-12	-28	3	7

The list continues:
SMILES	Tb hexokinase	BaF3 parental	RBBP9 inhibitor	Ba/F3 V617F tox	PPC-1+TRAIL kill	Furin inh	NCF1 inh	PGE2 EP2 inh	p97 ATPase inh
CN(C)P(=NC(=S)c1cccn1C)(N(C)C)N(C)C	-53	5	-6	-2	2	2	-8	14	2
C=CCn1c(O)c(C(C)=NCCCN2CCOCC2)c(=O)[nH]c1=O	0	4	-2	-1	11	-6[20 µM]	-8	8	2
CNC(=O)Nc1ccc(C(O)(C(=O)OC)C(F)(F)F)cc1 (centres undefined)	6	-1	2	3	-11	-9	3	4	-1
C=CCN1C(=O)/C(=C/c2cccs2)C(=O)NC1=S	3	1	-6	-2	8	-11	-2	19	3
N#Cc1ccccc1NC(=O)CN1CC=C(c2ccccc2)CC1	6	4	-3	0	11	-18	-5	8	6
CCCc1c(C)nc(-c2ccc(C)cc2)nc1OC(=O)N(C)C	-9	5	-9	1	3	0	6	6	-2
COc1cc2c(cc1OC)-c1c(OC)c(OC)c(OC)c3ccnc(c13)C2=O	-12	10	2	10	37	-8	-1	28	-1
CN1C(=O)N(C)C(=O)C(CCc2ccncc2)(Cc2ccc3c(c2)OCO3)C1=O	1	1	-7	-2	15	-24	-23	9	2
CCOC(=O)C1=C(N)OC2=C(C(=O)CCC2)C12C(=O)N1c3c(ccc(C)c32)C(C)=CC1(C)C (centres undefined)	-7	10	1	3	15	-14	-9	5	-3
CCC(=O)c1cn(Cc2ccccc2C#N)c2ccccc12	-13	7	-9	0	-12	-23	-8	6&17	1
O=C(O)C1C2c3ccccc3C(c3ccccc32)C1C(=O)Nc1ccccc1 (centres undefined)	1	7	-9	2	12	-9	4	3	-8
O=C1C2CCCN2C(c2ccc(Cl)c(Cl)c2)N1c1ccccn1 (centres undefined)	4	3	-5	-3	-12	-23[20 µM]	-3	7	2
CC(C)N1CCN(Cc2cc3c(cc2Cl)OCO3)CC1CCO (centres undefined)	-10	0	-3	-1	-63	-21	-10	11	5

Screening data from PubChem BioAssay.

These rows are one share of the data; rates above refer to the full screens.
